Screening data from PubChem BioAssay.
SR-BI HDL uptake = inhibitors of mouse SR-BI mediated HDL lipid uptake. inhibition, % at 12.5 µM. actives 0.96% (n = 320,000). Q61009. ldlA[mSR-BI] CHO cells, DiI-HDL uptake fluorescence, 3 h;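 active = mean replicate inhibition of at least 70% and a set share of replicates each scoring 70 or more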;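 also: 0% = median of neutral control wells and 100% = median of positive control wells; values of inactives mirror those of a sister screen read the other way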
Target sequence (Q61009 whole entry, looked up): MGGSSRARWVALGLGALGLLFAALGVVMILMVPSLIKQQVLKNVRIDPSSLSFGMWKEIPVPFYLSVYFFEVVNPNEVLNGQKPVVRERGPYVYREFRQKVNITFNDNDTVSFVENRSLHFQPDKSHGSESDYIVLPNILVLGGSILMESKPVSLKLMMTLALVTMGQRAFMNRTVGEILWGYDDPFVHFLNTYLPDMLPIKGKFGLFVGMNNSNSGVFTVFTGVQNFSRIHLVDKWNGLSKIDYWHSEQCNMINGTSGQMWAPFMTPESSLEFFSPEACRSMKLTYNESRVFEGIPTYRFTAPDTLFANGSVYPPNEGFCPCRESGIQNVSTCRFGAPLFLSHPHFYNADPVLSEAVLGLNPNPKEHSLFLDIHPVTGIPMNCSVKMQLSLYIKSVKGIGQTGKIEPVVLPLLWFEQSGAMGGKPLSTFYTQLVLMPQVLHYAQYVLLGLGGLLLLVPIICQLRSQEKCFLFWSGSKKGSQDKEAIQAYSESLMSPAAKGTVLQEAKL
Rtt109 HAT inh = inhibitors of Candida albicans Rtt109/Vps75 histone acetyltransferase. Q5AAJ8. purified Rtt109/Vps75, ThioGlo CoA-SH fluorescence, 4 h. inhibition, % at 34.9 µM. actives 0.16% (n = 330,000);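 active = inhibition of at least 50% in every replicate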
Target sequence (Q5AAJ8 whole entry, looked up): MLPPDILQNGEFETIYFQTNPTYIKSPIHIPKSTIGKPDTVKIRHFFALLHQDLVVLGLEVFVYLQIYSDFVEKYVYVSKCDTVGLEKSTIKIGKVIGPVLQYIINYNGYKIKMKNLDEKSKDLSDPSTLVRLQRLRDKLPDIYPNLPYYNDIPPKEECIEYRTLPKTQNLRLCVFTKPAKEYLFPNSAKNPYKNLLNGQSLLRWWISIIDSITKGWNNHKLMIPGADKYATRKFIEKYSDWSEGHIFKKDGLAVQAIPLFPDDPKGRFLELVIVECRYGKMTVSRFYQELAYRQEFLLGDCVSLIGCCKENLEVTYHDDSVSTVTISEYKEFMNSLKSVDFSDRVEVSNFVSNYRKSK
PvdQ inh = P. aeruginosa PvdQ acylase inhibition; purified PvdQ acylase, fluorescence plate reader; inhibition, % at 10 µM; actives 0.063% (n = 340,000); in the data active = inhibition above about 30%, passing the limit was not always enough;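 also: 0% = vehicle neutral wells and 100% = reference inhibitor wells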
MITF act = MITF TRPM1 promoter activation in melanoma cells; SK-MEL-5 TRPM1-promoter luciferase, 24 h; % of positive control, neutral wells = 0; activation, % at 12.5 µM; actives 0.75% (n = 300,000);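 active = mean activation of at least 80% with every replicate also reaching 80%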;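 also: 0% = neutral control wells and 100% = parthenolide positive control wells; values of inactives mirror those of a sister screen read the other way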
CAL PDZ FP-1 = blocks peptide binding to human CAL PDZ domain | purified CAL PDZ, TMR-peptide fluorescence polarization, 1 h | inhibition, % at 20 µM | actives 0.02% (n = 330,000) | AID 504414;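 active = highest replicate inhibition of at least 40%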;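 also: plate controls were DMSO neutral control wells for no effect and unlabeled competitor peptide control wells for full effect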
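Test system: purified CerCALP PDZ construct; Compound dosing: one concentration, 20 µM compound; Also added: TMR-labelled reporter peptide T*-PRC34 bound in PDZ groove; Read-out: inhibition from polarization loss; Controls: unlabelled peptide and DMSO controls; Signal: FP readout, S and P plane fluorescence; Incubation: 1 h at RT.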
PfHsp90 yeast 2 = growth inhibition of yeast expressing Plasmodium Hsp90 | AID 504621 | S. cerevisiae expressing PfHsp90, BacTiter-Glo ATP, 48 h; yeast lacking PDR1 and PDR3 efflux regulators | actives 0.32% (n = 310,000) | inhibition, % at 9.4 µM;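 active = every replicate shows inhibition above about 80%, whatever the replicate mean, limit read from the data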;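 also: 0% = DMSO neutral controls and 100% = 20 µM radicicol positive controls; yeast relying on Plasmodium falciparum Hsp90 in place of its own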
SR-BI DiI-HDL act = enhances SR-BI lipid uptake from DiI-HDL; CHO ldlA[mSR-BI] cells, DiI-HDL uptake fluorescence, 3 h; 100 = double the neutral-control signal; activation, % at 12.5 µM; actives 0.096% (n = 320,000); AID 504775;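 active = mean replicate activation of at least 60% and every replicate at or above 60%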;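 also: 0% = median plate neutral-control signal and 100% = twice that signal; values of inactives mirror those of a sister screen read the other way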
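Test system: SR-BI-overexpressing, LDLR-lacking CHO cells; Also added: labelled HDL, 10 µg/mL; Measured by: bottom-read cell fluorescence after medium removal, ex 550/em 595 nm; Timing: 3 h uptake period with compound, 37 °C; Buffer or medium: F12, 0.5% BSA, 25 mM HEPES; Doses: single compound concentration, delivered by pin transfer.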
CAL PDZ FP-2 = blocks peptide binding to the human CAL PDZ domain; Q9HD26; actives 0.92% (n = 300,000); purified CAL PDZ, TMR-peptide fluorescence polarization, 1 h; AID 602252; inhibition, % at 24.9 µM;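 active = mean inhibition of at least 30% with at least half of replicates also reaching 30%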;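 also: 0% = DMSO neutral control and 100% = excess unlabeled competitor peptide PRC23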
NSD2 HMT inh = blocks human histone methyltransferase NSD2 | inhibition, % at 12.5 µM | actives 0.54% (n = 310,000) | NSD2 peptide methylation, AlphaScreen, 120 min | O96028; in the data active = inhibition above about 50%
dFosB activator = enhances mouse delta FosB homodimer DNA binding; activation, % at 25 µM; P13346; actives 0.99% (n = 340,000); AID 493131; purified delta FosB, TAMRA-CDK5 oligo fluorescence polarization; percent of positive-control signal above neutral wells;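 active = mean activation above about 17%, with every replicate also reaching it, limit read from the data, passing the limit was not always enough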;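 also: fluorescence polarization rise as delta FosB binds a TAMRA Cdk5 AP-1 oligo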
* marks the source's active call; other numbers are inactive results; . = not tested or not shown; & = joins results of further samples. Outcome played no part in choosing rows; overall some 4.3% were active at least once.

Second line of a record – SR-BI HDL uptake, Rtt109 HAT inh, PvdQ inh, MITF act, CAL PDZ FP-1, PfHsp90 yeast 2, SR-BI DiI-HDL act, CAL PDZ FP-2, NSD2 HMT inh, dFosB activator
- Cc1ccccc1-n1c(SCC(=O)NCc2cccs2)nnc1-c1ccncc1
    16, 10, -17, -12, -1.6, 7, -16, 0, -1, -12
- CCOC(=O)c1ccc(NC(=O)c2nc[nH]c2C(=O)NCc2ccccc2)cc1
    25, 3, -8, -3, -2.6, 21, -25, -2, ., -12
- C#CCOc1ccccc1/C=C1/C(=O)ON=C1C
    -17, -6, -9, -15, -1.0, 18, 17, -1, 3, 5
- COC(=O)N[C@H](CC(C)=O)c1cccc(C(F)(F)F)c1
    -16, 5, 4, 5, -0.1, -12, 16, -2, ., 2
- CCOC(=O)c1[nH]c(C)c(C(=O)OCc2c(C)noc2C)c1C
    27, -1, 3, ., -0.4, 13, -27, ., -2, -6
- COc1ccc(-c2nc3ccccc3n2CCC(C)C)cc1OC
    34, 8, -21, 10, -1.6, -92, -34, -2, 0, -6
- CCCN1C(=O)c2ccccc2NC1c1ccc(OC)c(CSc2ccccn2)c1 (stereo unspecified)
    20, -7, 2, 8, -0.5, 2, -20, -2, -2, -2
- Cc1ccc(N2C(=O)CC(Sc3ncccn3)C2=O)cc1C (stereo unspecified)
    -7, 0, -4, 15, 0.3, 29, 7, -4, -1, 0
- O=c1cc(CSc2nnnn2-c2ccccc2)nc2nc[nH]n12
    -36, -11, -3, -4, -1.4, 16, 36, -6, 7, 2
- O=C(Nc1nc(-c2ccccc2)cs1)NC1CCCCC1
    21, 5, -21, 71, -1.4, -13, -21, 0, 0, 1
- O=C1CCC(=O)N1CNc1ccc(Oc2ccccc2)cc1
    -33, 0, -18, 5, -2.1, -8, 33, -1, 1, -7
- CCCCCC(=O)Nc1cc(S(=O)(=O)N2CCOCC2)ccc1N1CCCCC1
    -34, 6, -12, 9, -2.7, -9, 34, -1, -2, 0
- CC(=O)c1ccc(S(=O)(=O)NCC2(N3CCOCC3)CCCCC2)cc1
    -35, 5, -15, 9, -5.5, 9, 35, ., -2, -10
- N=P(N1CCOCC1)(N1CCOCC1)C12CC3CC(CC(C3)C1)C2
    -3, -4, -14, 1, ., -19, 3, -2, -2, 4
- S=C1NC[C@H](CC2CCCCC2)N1CCCCC1CCCCC1
    -16, 10, 14, ., -1.1, -3, 16, 0, ., 4
- O=C(COC(=O)c1cncc(Br)c1)NC1CCCCC1
    -17, -11, -11, -14, -1.0, -30, 17, ., 0, -9
- CCCC[C@@H]1CCCO[C@@](C(=O)NCc2cc(C)n(C)n2)(C(F)(F)F)C1
    -8, 5, 0, 8, -0.3, -26, 8, 0, ., 3
- COc1ccc(S(=O)(=O)NNC(=O)c2ccccc2-n2cccc2)cc1
    2, 5, -13, -9, 1.4, 32, -2, 0, 9, -7
- O=S(=O)(/N=C(\c1ccccc1)N1CCOCC1)c1ccc(Cl)cc1
    -26, -2, -8, 1, 0.1, 3, 26, -1, 0, -1
- Cc1nn(CC2CC2)c(=O)n1-c1ccc(Oc2ccccc2)cc1
    -2, 2, 0, -1, -1.3, 17, 2, -3, 0, -2
- O=C(NCCC1=CCCCC1)c1cc2c(s1)CS(=O)(=O)C2
    -7, -1, 1, 29, -1.2, 7, 7, 1, 4, 0
- CCN1CCN(Cc2c(OC)ccc3ccccc23)CC1
    15, -10, -17, 8, 0.5, -43, -15, 0, 10, -8
- Cc1ccc(C)c(S(=O)(=O)N(C)Cc2cccs2)c1
    8, 4, 5, 0, -0.4, 10, -8, -2, 35, 0
- C=CCn1c(NCc2ccccc2OC)nc2ccccc21
    2, 0, -4, ., -0.4, -23, -2, 4, 3, -10
- CCN(c1ccccc1)S(=O)(=O)c1cccc(C(=O)NCc2cccnc2)c1
    -10, 3, 2, -3, -0.3, 7, 10, -1, -1, -3
- COC(=O)C1CCN(C(=O)c2cc3c(=O)n4cccc(C)c4nc3n2Cc2ccccc2)CC1
    3, -6, -24, ., -1.7, -9, -3, -1, -3, -3
- CC(C)(C)c1ccc(C(=O)NCCC(=O)Nc2ccc(S(=O)(=O)Nc3nccs3)cc2)cc1
    -10, -1, -2, 4, 0.5, -16, 10, ., 4, -12
- Cc1cc(CNC(=O)COc2c(F)c(F)cc(F)c2F)c2ccccc2n1
    -1, ., -13, -13, -1.7, 16, 1, -4, 0, 6
- Cc1cc(-c2ccc(C)c(S(=O)(=O)NCCC(C)N3CCCCCC3)c2)on1 (stereo unspecified)
    1, -3, -13, -10, -0.9, -12, -1, -2, -4, -20
- CCn1nc(C)c(CN2CCCC(CO)(Cc3cccc(Cl)c3)C2)c1C (stereo unspecified)
    14, 11, 2, -3, -0.9, 14, -14, -1, ., -1
- O=C(c1cccc(C(F)(F)F)c1)C1CCCN(C(=O)CCCN2CCCC2=O)C1 (stereo unspecified)
    -17, -4, -7, 9, -1.8, 17, 17, -2, -1, 1
- O=C(COc1cccc2cccnc12)N/N=C1\SCC(=O)N1Cc1ccccc1
    4, 13, -4, -6, ., -21, -4, -7, -6, -4
- CCOc1ccc(N(Cc2cc3ccc(C)cc3[nH]c2=O)S(C)(=O)=O)cc1
    0, 3, -9, -14, -1.2, -15, 0, -3, -4, -11
- CC(=O)Nc1ccc(S(=O)(=O)N2CCC(C(=O)NC3CCCC3)CC2)cc1
    -29, 0, -10, 4, -1.6, 8, 29, 0, -2, -15
- C=CCn1c(SCC(=C)C)nc2c1c(=O)[nH]c(=O)n2C
    5, -2, -18, 15, 2.3, -7, -5, ., ., -5
- O=C(CSc1cc(Cl)ccc1Cl)NCCCn1ccnc1
    -8, 9, -22, -4, -1.0, 17, 8, -5, 1, -9
- O=C(CCc1ccncc1)NC1CCCc2c1cnn2-c1ccc(F)cc1F (stereo unspecified)
    -6, -6, 0, -19, -1.6, -6, 6, 17, -3, 8
- CCOC(=O)Cc1csc(SC(C)C(=O)Nc2ccc(NC(C)=O)cc2)n1 (stereo unspecified)
    -34, 8, -15, 1, -1.2, 24, 34, -6, -1, -3
- CC(=O)Nc1ccc(SCC(=O)Nc2ccc3c(c2)OCCO3)cc1
    -3, 2, -4, 16, -0.4, ., 3, -4, -1, 2
- CC(C)NC(=O)CSc1nc2ccccc2n1CC(=O)N(C(C)C)C(C)C
    -28, 6, 0, 7, 0.5, 14, 28, ., -1, -2

Profiles from above. Order of values: SR-BI HDL uptake	Rtt109 HAT inh	PvdQ inh	MITF act	CAL PDZ FP-1	PfHsp90 yeast 2	SR-BI DiI-HDL act	CAL PDZ FP-2	NSD2 HMT inh	dFosB activator
O=S(=O)(/N=C(\c1ccccc1)N1CCOCC1)c1ccc(Cl)cc1 in the list: -26	-2	-8	1	0.1	3	26	-1	0	-1
Cc1cc(CNC(=O)COc2c(F)c(F)cc(F)c2F)c2ccccc2n1 in the list: -1	.	-13	-13	-1.7	16	1	-4	0	6

Seven compounds from above, ordered by the number in SR-BI DiI-HDL act, largest number first:
SMILES	SR-BI HDL uptake	Rtt109 HAT inh	PvdQ inh	MITF act	CAL PDZ FP-1	SR-BI DiI-HDL act	CAL PDZ FP-2	NSD2 HMT inh	dFosB activator
O=c1cc(CSc2nnnn2-c2ccccc2)nc2nc[nH]n12	-36	-11	-3	-4	-1.4	36	-6	7	2
CCCCCC(=O)Nc1cc(S(=O)(=O)N2CCOCC2)ccc1N1CCCCC1	-34	6	-12	9	-2.7	34	-1	-2	0
CC(=O)Nc1ccc(S(=O)(=O)N2CCC(C(=O)NC3CCCC3)CC2)cc1	-29	0	-10	4	-1.6	29	0	-2	-15
O=C(COC(=O)c1cncc(Br)c1)NC1CCCCC1	-17	-11	-11	-14	-1.0	17	.	0	-9
CCCC[C@@H]1CCCO[C@@](C(=O)NCc2cc(C)n(C)n2)(C(F)(F)F)C1	-8	5	0	8	-0.3	8	0	.	3
Cc1ccc(C)c(S(=O)(=O)N(C)Cc2cccs2)c1	8	4	5	0	-0.4	-8	-2	35	0
CCOC(=O)c1ccc(NC(=O)c2nc[nH]c2C(=O)NCc2ccccc2)cc1	25	3	-8	-3	-2.6	-25	-2	.	-12

Going on with the list.
Second line of a record – SR-BI HDL uptake, Rtt109 HAT inh, PvdQ inh, MITF act, CAL PDZ FP-1, PfHsp90 yeast 2, SR-BI DiI-HDL act, CAL PDZ FP-2, NSD2 HMT inh, dFosB activator
- Cc1ccccc1NC(=O)CSc1nnc2ccc(-c3ccncc3)nn12
    0, -3, -9, 12, -1.0, -7, 0, -1, -1, -8
- Cc1cc(C(=O)C(=O)NC(C)C)c(C)n1-c1ccc([N+](=O)[O-])cc1
    10, -1, -5, -3, -1.9, 11, -10, -2, -3, -11
- CC(=O)c1cccc(NC(=O)CCCN(C)S(=O)(=O)c2ccc(F)cc2)c1
    ., -6, 1, -4, -2.1, 2, ., 5, -9, -7
- COc1cc2nc(CN(C)Cc3ccc(F)cc3)[nH]c(=O)c2cc1OC
    -17, ., -7, -11, -0.5, -11, 17, 0, -6, -22
- O=C(NCC(c1cccnc1)N1CCOCC1)c1ccco1 (stereo unspecified)
    -14, 0, -17, -1, -1.6, -3, 14, -3, -2, -5
- Cc1ccc(-c2csc3nc(C)n(N)c(=O)c23)o1
    -11, 3, -3, 43, -1.7, 0, 11, ., 2, 1
- CN(C)CCOC(=O)C1(c2ccccc2)CCOCC1
    27&-5, -12&-1, -11&-12, 7&3, -0.1&-1.0, 3&3, -27&5, -2&-1, 4&0, 1&-1
- O=C(O)CC(NC(=O)c1ccco1)c1ccco1 (stereo unspecified)
    2, -8, -13, 2, -1.0, -8, -2, ., 1, -3
- COc1cc(/C=N/NS(=O)(=O)c2ccc(C)c([N+](=O)[O-])c2)ccc1O
    -25, 1, -16, -16, -0.6, -11, 25, -2, -3, 0
- CCCC(CCC)C(=O)Nc1cccc(-c2cn3c(n2)SCC3)c1
    -25, 1, -13, 18, -3.5, -13, 25, 0, 11, -6
- Cc1ccc(NC(=O)CSC(C)c2nc3ccccc3c(=O)[nH]2)cc1 (stereo unspecified)
    -17, -6, 6, -4, -0.6, -1, 17, 0, 0, -1
- Cc1ccc(-c2cc(C(=O)NC3=NCCS3)c3ccccc3n2)cc1C
    55, -3, -14, 45, -0.8, -8, -55, -4, -2, 13
